CatL inh: inhibitors of human cathepsin L, biochemical; inhibition, %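 (tested at 10 µM)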; purified cathepsin L, fluorogenic substrate, fluorescence; 0.17% of 58,000 active; Procathepsin L (Homo sapiens), P07711; AID 460, 2006; in the data active = inhibition above about 45%;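 note: 0% = enzyme with no compound and 100% = no enzyme blank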
Target sequence (P07711 114-288 limits assumed): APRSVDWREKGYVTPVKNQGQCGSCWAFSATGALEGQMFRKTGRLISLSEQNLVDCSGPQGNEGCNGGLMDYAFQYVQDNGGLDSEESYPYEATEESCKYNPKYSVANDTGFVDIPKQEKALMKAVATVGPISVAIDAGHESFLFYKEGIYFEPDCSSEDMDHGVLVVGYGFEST
Target sequence (P07711 292-333 limits assumed): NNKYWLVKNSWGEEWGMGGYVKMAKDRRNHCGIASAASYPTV
PKA kinase inh: inhibitors of human PKA kinase activity, primary screen, biochemical, ATP-depletion luminescence, Kemptide substrate; cAMP-dependent protein kinase catalytic subunit alpha (Homo sapiens), P17612; PKA Kemptide phosphorylation, Kinase-Glo ATP luminescence; inhibition, % at 6 µM; 0.1% of 65,000 active;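 active = inhibition above the screen-wide mean inhibition plus 3 SD, cut at about 21% in these data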; note: many of its hits are not listed in these tables
JNK3 inh: JNK3 kinase activity inhibitors, primary screen, biochemical, human, purified enzyme; 0.61% of 60,000 active; HTS; Mitogen-activated protein kinase 10 (Homo sapiens), P53779; inhibition, % at 8 µM; AID 746, 2007; in the data active = inhibition above about 17%;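 note: 0% = DMSO and 100% = reference inhibitor; many of its hits are not listed in these tables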
ROCK2 blocker: inhibitors of human ROCK2 kinase, primary screen, biochemical, high-throughput, luminescence; inhibition, % at 6 µM; Rho-associated protein kinase 2 (Homo sapiens), O75116; 0.35% of 60,000 active; purified ROCK2, Kinase-Glo ATP depletion luminescence; AID 604, 2007;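 active = inhibition above the screen-wide mean inhibition plus 3 SD, cut at about 18% in these data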;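 note: plate controls were DMSO wells for no effect and Y-27632 control wells after no-enzyme background subtraction for full effect; many of its hits are not listed in these tables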
FXIIa inh mix: human factor XIIa inhibitors, primary screen, biochemical, pooled compound mixtures, fluorogenic substrate | Coagulation factor XII (Homo sapiens), P00748 | purified FXIIa | inhibition, % at 5 µM | 0.2% of 62,000 active;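 note: 0% = enzyme without compound and 100% = no enzyme blank; some results filed as inactive read as strong as hits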
CatS inh: inhibitors of human cathepsin S, biochemical, compound mixtures; P25774; recombinant cathepsin S, AMC dipeptide fluorescence, pooled mixtures; inhibition, %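 (tested at 5 µM per compound within 10-compound mixtures)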; 0.06% of 62,000 active; AID 501, 2006; in the data active = inhibition above about 32%, passing the limit was not always enough;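 note: 0% = enzyme without compound and 100% = blank without enzyme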
C1s inh: complement C1s protease inhibitors, primary screen, biochemical, 10-compound mixtures; purified C1s, fluorogenic AMC substrate, pooled mixtures; 0.16% of 62,000 active; AID 538, 2006; mean inhibition % of two 10-compound mixtures (active compounds read high), % at 5 µM (by protocol);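 active = inhibition above 20% in each of the two 10-compound mixture wells holding the compound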;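 note: 0% = enzyme wells lacking compound mixture and 100% = no-enzyme blank wells; some compounds called inactive have numbers as strong as hits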
Cathepsin G inh: human cathepsin G inhibitors, primary screen, biochemical, pooled compound mixtures, AMC fluorescence. P08311. purified enzyme, AMC-tetrapeptide fluorescence. inhibition, % at 5 µM (by protocol). 0.2% of 62,000 active. AID 581, 2007;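 active = inhibition above 20% in each of the two mixture wells holding the compound; inactive = inhibition of 20% or less in either well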;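 note: 0% = enzyme control without mixture and 100% = blank lacking enzyme; strong numbers were not always called active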
Target sequence (P08311 21-244 limits assumed): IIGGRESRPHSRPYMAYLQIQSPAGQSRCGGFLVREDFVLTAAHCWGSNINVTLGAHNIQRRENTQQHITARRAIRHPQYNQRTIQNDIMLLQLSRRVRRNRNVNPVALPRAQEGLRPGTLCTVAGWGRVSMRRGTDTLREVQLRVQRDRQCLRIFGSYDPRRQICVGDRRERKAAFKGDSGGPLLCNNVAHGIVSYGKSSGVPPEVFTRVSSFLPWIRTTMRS
FXIa mix inh: FXIa protease inhibitors in compound pools, primary screen, biochemical, 10-compound mixtures; AID 680, 2007; inhibition, % at 5 µM; 0.19% of 62,000 active; purified FXIa, fluorogenic substrate, pooled mixtures;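 note: each value is inhibition by a whole ten-compound pool holding the compound; 0% = enzyme with no mixture and 100% = wells lacking enzyme; strong numbers were not always called active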
An asterisk follows results filed as active; & = joins results of further samples. Cut-off read from the data, not from the text of the source, unless noted: active = inhibition above about 20% (passing the limit was not always enough); inactive = the rest.

| entry | C1s inh | FXIIa inh mix | structure | PKA kinase inh | CatL inh | JNK3 inh | ROCK2 blocker | FXIa mix inh | CatS inh | Cathepsin G inh |
| --- | --- | --- | --- | --- | --- | --- | --- | --- | --- | --- |
| 1 | -7 | 17 | CN(C)CCOC(C)(c1ccccc1)c1ccccn1 (stereo not drawn) | 6 | 9 | -3 | 6 | 0 | 10 | -8 |
| 2 | -2 | -14 | CC(=O)NC(Cc1ccccc1)C(=O)O (stereo not drawn) | 9 | -3 | -2 | 2 | -1 | 0 | -6 |
| 3 | 3 | 2 | CCC(C)n1ncn(-c2ccc(N3CCN(c4ccc(OCC5COC(Cn6cncn6)(c6ccc(Cl)cc6Cl)O5)cc4)CC3)cc2)c1=O (stereo not drawn) | -10 | 35 | 1 | -8 | 5 | 1 | 5 |
| 4 | -67 | 2 | CCN(CC)CCNC(=O)c1cc(Cl)c(N)cc1OC | 4 | 21 | -3 | 4 | -27 | -19 | -26 |
| 5 | 0 | 10 | O=C(c1ccc(F)cc1)C1CCN(CCn2c(=O)[nH]c3ccccc3c2=O)CC1 | -4 | 9 | 1 | 13 | 5 | 1 | -2 |
| 6 | 18 | 0 | O=C(NCCc1c[nH]c2ccccc12)c1cccnc1 | 13 | 34 | -3 | 11 | 9 | 3 | 13 |
| 7 | 12 | 6 | C[C@]12CCC(=O)C=C1CC[C@@H]1[C@@H]2CC[C@@]2(C)[C@H]1CC[C@]2(O)C(=O)CO | 1 | 14 | 2 | 6 | 7 | -10 | 6 |
| 8 | 4 | 5 | C1CCC(C(CC2CCCCN2)C2CCCCC2)CC1 (stereo not drawn) | 6 | 1 | -1 | 2 | 0 | 1 | -3 |
| 9 | -24&5 | 10&11 | c1ccc(CN(CC2=NCCN2)c2ccccc2)cc1 | -3&-3 | -2&32 | 3&4 | -3&-5 | 9&2 | -9&-5 | 16&-14 |
| 10 | 13 | 2 | OCCN1CCN(CCCN2c3ccccc3Sc3ccc(Cl)cc32)CC1 | 3 | 23 | -11 | 8 | -1 | -3 | 8 |

Entries of single compounds, quoted from the list.
c1ccc(CN(CC2=NCCN2)c2ccccc2)cc1 is listed with C1s inh = -24&5; FXIIa inh mix = 10&11; PKA kinase inh = -3&-3; CatL inh = -2&32; JNK3 inh = 3&4; ROCK2 blocker = -3&-5; FXIa mix inh = 9&2; CatS inh = -9&-5; Cathepsin G inh = 16&-14
OCCN1CCN(CCCN2c3ccccc3Sc3ccc(Cl)cc32)CC1 is listed with C1s inh = 13; FXIIa inh mix = 2; PKA kinase inh = 3; CatL inh = 23; JNK3 inh = -11; ROCK2 blocker = 8; FXIa mix inh = -1; CatS inh = -3; Cathepsin G inh = 8

Three compounds already listed, arranged by their value in ROCK2 blocker, largest number first:
| entry | C1s inh | FXIIa inh mix | structure | PKA kinase inh | CatL inh | JNK3 inh | ROCK2 blocker | FXIa mix inh | CatS inh | Cathepsin G inh |
| --- | --- | --- | --- | --- | --- | --- | --- | --- | --- | --- |
| 5 | 0 | 10 | O=C(c1ccc(F)cc1)C1CCN(CCn2c(=O)[nH]c3ccccc3c2=O)CC1 | -4 | 9 | 1 | 13 | 5 | 1 | -2 |
| 4 | -67 | 2 | CCN(CC)CCNC(=O)c1cc(Cl)c(N)cc1OC | 4 | 21 | -3 | 4 | -27 | -19 | -26 |
| 2 | -2 | -14 | CC(=O)NC(Cc1ccccc1)C(=O)O (stereo not drawn) | 9 | -3 | -2 | 2 | -1 | 0 | -6 |

Next section.
| entry | C1s inh | FXIIa inh mix | structure | PKA kinase inh | CatL inh | JNK3 inh | ROCK2 blocker | FXIa mix inh | CatS inh | Cathepsin G inh |
| --- | --- | --- | --- | --- | --- | --- | --- | --- | --- | --- |
| 11 | -16 | 8 | COc1ccc(/C=C/C(=O)Nc2ccccc2C(=O)O)cc1OC | -7 | -4 | -2 | 0 | 4 | 15 | -18 |
| 12 | -1 | 14 | O=C(CCNNC(=O)c1ccncc1)NCc1ccccc1 | -4 | 12 | 3 | -3 | 5 | 14 | 1 |
| 13 | 11 | -1 | CC[N+](C)(CC)CCOC(=O)C(O)(c1ccccc1)C1CCCCC1 (stereo not drawn) | -3 | -15 | 2 | 0 | 9 | -3 | 5 |
| 14 | 7 | 7 | Oc1ccc(/C=C/c2cc(O)cc(O)c2)cc1 | 2 | -7 | -4 | 8 | -1 | 6 | 12 |
| 15 | -7 | 6 | Cc1nc2ccccn2c(=O)c1CCN1CCC(C(=O)c2ccc(F)cc2)CC1 | -2 | -8 | -7 | 1 | 5 | 2 | 3 |
| 16 | -16 | -7 | CC(COc1ccccc1)NC(C)C(O)c1ccc(O)cc1 (stereo not drawn) | 4 | 2 | -2 | 6 | 3 | -9 | -12 |
| 17 | -27 | -1 | Cc1cc(-c2ccccc2)nnc1NCCN1CCOCC1 | 0 | 9 | 4 | 1 | 3 | 3 | 4 |

Screening results (PubChem BioAssay)

Some of the compounds tested, so the mix of outcomes need not match the whole.
